Source: PubChem BioAssay (National Center for Advancing Translational Sciences (NCATS))
DRD3 antagonist = qHTS of D3 Dopamine Receptor Antagonist: qHTS; D3R cells, DiscoveRx beta-arrestin luminescence, antagonist mode; stronger effect = lower value; 360,000 tested, 2.5% active; max response, negative = inhibition, %; in the data active means max response below about -50%; inconclusive means no clear call, values can overlap the other calls; further: on the % scale 0 is the no-effect control and ±100 the full control effect; mostly tested at two doses, the higher about 12 µM
Target sequence (P35462 whole entry, looked up): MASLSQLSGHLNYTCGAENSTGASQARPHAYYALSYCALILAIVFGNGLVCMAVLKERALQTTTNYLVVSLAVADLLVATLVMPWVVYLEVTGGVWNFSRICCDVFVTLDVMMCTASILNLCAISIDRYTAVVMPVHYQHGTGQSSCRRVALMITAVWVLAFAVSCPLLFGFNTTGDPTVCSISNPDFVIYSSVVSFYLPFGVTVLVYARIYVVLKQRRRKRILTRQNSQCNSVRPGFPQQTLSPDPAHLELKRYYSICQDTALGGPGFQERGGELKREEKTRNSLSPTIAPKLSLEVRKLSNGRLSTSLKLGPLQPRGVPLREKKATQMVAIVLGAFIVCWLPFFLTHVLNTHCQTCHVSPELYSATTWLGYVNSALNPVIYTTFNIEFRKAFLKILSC
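Cells expressing the human receptor were seeded at 1500 cells/well, incubated overnight at 37 degrees C in 5% CO2, then exposed to library compounds with dopamine controls for 90 minutes at 37 degrees C before luminescent detection.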
SW480 rereplic = A quantitative high throughput screen for small molecules that induce DNA re-replication in SW480 colon adenocarcinoma cells | Potency, µM (series often up to 46.1 µM), for inactives: at the highest dose re-replication activation, usual class: activators | 340,000 tested, 1.8% active | SW480 DNA re-replication, Hoechst DNA content imaging, 48 h | AID 624297, 2012; further: potency means the concentration at half of the fitted maximal effect; % of control where 0% means no effect; nearly all actives have a fitted effect of over 55% in size
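SW480 cells exposed to compounds for 48 hr at 37 C, 5% CO2, then Hoechst-stained 40 min. Nuclear DNA content imaged by fluorescence scanning (405 nm excitation, 500-530 nm emission); re-replication scored as increased high-intensity nuclei.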
HT1080 IDH1KD tx = qHTS for induction of synthetic lethality in tumor cells producing 2HG: qHTS for the HT-1080-IDH1KD cell line | Potency, µM (highest dose often 46.1 µM), inactives show at the highest dose activity, negative = toxicity, most hits filed as cytotoxic | HT-1080 IDH1 knockdown viability, ATP luminescence, 48 h | 360,000 tested, 2% active;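 further: potency means the concentration at half of the fitted maximal effect; 0% = DMSO wells and -100% = cell-free medium wells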
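% activity derives from luminescence (CellTiter-Glo), normalised to DMSO and no-cell wells. HT-1080-IDH1KD cells, 750/well, had 48 h compound exposure at 37 °C.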
KB-3-1 tox = qHTS assay for MDR1-selective chemotherapeutics: Primary screen using the parental adenocarcinoma cell KB-3-1 | KB-3-1 viability, CellTiter-Glo ATP luminescence, 72 h | Potency, µM (highest dose often 46.1 µM), without a hit: at the top dose activity change, negative = cytotoxic, hits mostly cytotoxic | 400,000 tested, 1.4% active; further: potency means the concentration at half of the fitted maximal effect; on the % scale 0 is the no-effect control and ±100 the full control effect; nearly all actives have a fitted effect of over 60% in size
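Screening of KB-3-1 cells (DMEM, 10% FBS, phenol-red free) ran from lowest to highest compound concentration; after 72 h at 37 °C viability was read luminescently and curves fitted.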
GLP1R ag = qHTS of GLP-1 Receptor Agonists. HEK293 GLP-1R CRE-luciferase, luminescence, 4-6 h; cells express a hypersensitive GLP-1R form. Potency, µM (top dose mostly 45.6 µM), inactives show at the highest dose activation, most hits filed as activators. 380,000 tested, 0.007% active. AID 624172, 2012; further: potency means the concentration at half of the fitted maximal effect; % of control where 0% means no effect
Target sequence (P43220 whole entry, looked up): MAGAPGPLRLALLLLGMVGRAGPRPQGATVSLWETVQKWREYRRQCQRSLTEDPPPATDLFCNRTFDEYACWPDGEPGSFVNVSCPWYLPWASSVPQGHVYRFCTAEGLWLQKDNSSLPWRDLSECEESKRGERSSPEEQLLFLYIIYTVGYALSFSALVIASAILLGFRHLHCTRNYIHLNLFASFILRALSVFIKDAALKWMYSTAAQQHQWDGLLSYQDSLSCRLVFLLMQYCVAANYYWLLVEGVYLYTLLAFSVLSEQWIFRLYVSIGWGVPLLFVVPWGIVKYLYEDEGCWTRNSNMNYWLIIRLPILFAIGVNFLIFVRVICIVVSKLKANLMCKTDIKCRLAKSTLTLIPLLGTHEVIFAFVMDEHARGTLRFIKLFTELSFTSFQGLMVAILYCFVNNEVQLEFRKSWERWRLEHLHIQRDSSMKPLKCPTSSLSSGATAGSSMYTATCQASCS
D3 ag = qHTS of D3 Dopamine Receptor Agonist: qHTS. max activation, %. D3R DiscoveRx beta-arrestin cells, luminescence, 90 min. 410,000 tested, 0.58% active; in the data active means max activation above about 30%; further: 0% is about no effect; mostly tested at two doses, the higher about 12 µM
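Cells at 1500/well, incubated overnight, then treated with pinned compounds (dopamine as control) for 90 min at 37 degrees C. DiscoveRx reagent added for 30 - 60 minutes at room temperature; luminescence read.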
HT1080-NT tox = qHTS for induction of synthetic lethality in tumor cells producing 2HG: qHTS for the HT-1080-NT fibrosarcoma cell line; HT-1080-NT fibrosarcoma viability, CellTiter-Glo ATP luminescence, 48 h; Potency, µM (doses to about 46.1 µM), for inactives: at the highest dose activity, negative = less viability, hits mostly cytotoxic; 360,000 tested, 1.6% active; AID 686970, 2013;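 further: NT is the 2HG producing partner of a matched IDH1 knockdown line; potency means the concentration at half of the fitted maximal effect; 0% = DMSO-treated cells and -100% = media-only wells without cells; nearly all actives have a fitted effect of over 55% in size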
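HT-1080-NT fibrosarcoma cells (2HG-overproducing), 750 cells/well in RPMI with 5% FBS, dosed after 2 h and incubated 48 h at 37C. CellTiter-Glo luminescence normalized to DMSO and no-cell wells; concentration-response curves fitted and classed.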
KB-V1 cytotox = qHTS assay for MDR1-selective chemotherapeutics: Primary screen using the drug-selected MDR subline cells KB-V1; KB-V1 MDR cells viability, CellTiter-Glo, 72 h; Potency, µM (series often up to 46.1 µM), without a hit: at the top dose activity change, negative = cytotoxicity, actives largely listed as cytotoxic; AID 1347076, 2019; 400,000 tested, 3.4% active; further: potency means the concentration at half of the fitted maximal effect; on the % scale 0 is the no-effect control and ±100 the full control effect; nearly all actives have a fitted effect of over 60% in size
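Cytotoxicity toward P-gp-expressing KB-V1 cells was determined as loss of CellTiter-Glo luminescence after 72 h at 37 degrees C. Compounds were tested in quantitative HTS format across a concentration range, with curves fitted to normalized data.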
IL-1B inflam inh = qHTS for Inhibitors of Inflammasome Signaling: IL-1-beta AlphaLISA Primary Screen; THP-1 LPS/ATP IL-1B secretion, AlphaLISA, 16 h; stronger effect = lower value; activity change, % at 57.5 µM; 360,000 tested, 4.7% active; AID 743279, 2014; in the data active means activity change below about -50%; inconclusive means mostly about -30% to -49%; further: on the % scale 0 is the no-effect control and ±100 the full control effect
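THP-1 cells pretreated 1 hr with compounds (up to 57.5 uM final), then stimulated with LPS (250 ng/mL final) plus ATP (1.25 mM final); secreted IL-1B measured by AlphaLISA after 16 hr, decreased signal indicating inhibition.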
Numbers without * were called inactive; ? = inconclusive; · = no result given; [ ] = another dose, or the depositor's remark. Unless noted, the call rests on the fitted dose curve; in most records, active means well fitted curve in the direction sought with a large enough effect; inconclusive means small, poorly fitted or top-dose-only effect, or another doubt; inactive means no such curve, though single readings can be large; an effect the other way counts as inactive or inconclusive.

Under each structure – DRD3 antagonist	SW480 rereplic	HT1080 IDH1KD tx	KB-3-1 tox	GLP1R ag	D3 ag	HT1080-NT tox	KB-V1 cytotox	IL-1B inflam inh
> CC(C)N(C(=O)CSc1ccc(S(=O)(=O)N2CCCCC2)cn1)C(C)C
    8	6%	-1%	-5%	12%	10	5%[9.24 µM]	0%	-5
> COc1cc(N2Cc3ccccc3C2)ccc1C=O
    3	-4%	-2%	-1%	-7%	16	-1%	-16%	13
> O=C(Nc1c(C(=O)N2CCOCC2)cnn1-c1ccccc1)c1ccccc1
    24	-7%	10%	10%	12%	2	2%	3%	3
> O=C(OCc1nc2ccccc2s1)c1cccc(S(=O)(=O)N2CCOCC2)c1
    -19	-1%[9.22 µM]	-2%	13%	4%	5	-3%	10%	39
> NC(=O)c1ccc(SCC(=O)OCC(=O)NCc2cccs2)c([N+](=O)[O-])c1
    7	-1%	0%	13%	2%	-3	11%	20%	1
> CCCCOc1ccc(C(=O)NCC(=O)N(C)Cc2nc3ccccc3c(=O)[nH]2)cc1
    -6	-7%	-5%	5%	4%	1	-4%	-7%	-13
> CC(C)CNS(=O)(=O)c1ccc(OCC(=O)Nc2ccc3c(c2)OCO3)c(Cl)c1
    -25	-4%	2%	-7%	2%	-9	?	?	-10
> CCn1c(CNc2cccc(C(F)(F)F)c2)n[nH]c1=S
    -4	-4%	0%	-9%	-1%	-21	-6%	0%	23
> COc1ccc(CSc2ncnc3sccc23)cc1F
    9	5%	-2%	-30%	14%	0	-10%	?	-5
> Oc1c(C=C2N=c3ccccc3=N2)sc(=S)n1C1CCCC1
    7	-14%	10%	12%	-17%	-5	3%	?	-5
> O=C(CN1C(=O)CCC1=O)NNc1ccc2ccccc2c1
    -5	-67%[inhibitor]	2.3µM*	0%	0%	-5	2.9µM*	3%	19
> CN(C)C(=O)CCc1ccc2c3c([nH]c2c1)[C@]1(C)[C@@H](C(=O)N2CCCCC2)C[C@H](CC(=O)NCCCn2ccnc2)C(=O)N1CC3
    -2	-76%[inhibitor]	0%	0%	4%	-8	2%	0%	-19
> CC(C)c1nc2ccccc2c2nnc(SCC(=O)NCc3ccco3)n12
    16	14%	-29%	?	21%	7	-2%	4.1µM*	6
> CN1CCN(S(=O)(=O)c2cc(Cl)c(Cl)cc2Cl)CC1
    18	-3%	-17%	-4%	1%	-1	-1%	?	5
> COc1cc(OC)c(NC(=O)c2ccc(-n3cnc4cccnc43)cc2)cc1Cl
    ·	·	·	31%	8%	-2	·	-26%	·
> CSc1ccccc1C(=O)NCc1cccnc1
    -17	-6%	-1%	-4%	0%	6	-4%	-8%	2
> CCOC(=O)CN1C(=O)N[C@@H](c2cccc(F)c2)C(C(=O)OC)=C1C
    -19	19%	-12%	11%	-4%	7	-1%	?	17
> CC(Sc1nn(-c2ccc(Cl)cc2)c(=S)s1)C(=O)NCC1CCCO1 (stereo not drawn)
    8	0%	0%	?	-6%	4	5%	-7%	-7
> Cc1cc(NC(=O)CSc2nnc(-c3ccco3)n2N)no1
    0	-7%	20%	-1%	-22%	11	2%	-12%	15
> Cc1ccc(C(=O)N/C(=C\c2cccc([N+](=O)[O-])c2)C(=O)NCc2ccncc2)cc1
    0	3%	-4%	-1%	2%	-3	-3%	-6%	-9

The closing 5 records of the section above are carried over, then new ones follow.
Under each structure – DRD3 antagonist	SW480 rereplic	HT1080 IDH1KD tx	KB-3-1 tox	GLP1R ag	D3 ag	HT1080-NT tox	KB-V1 cytotox	IL-1B inflam inh
> CSc1ccccc1C(=O)NCc1cccnc1
    -17	-6%	-1%	-4%	0%	6	-4%	-8%	2
> CCOC(=O)CN1C(=O)N[C@@H](c2cccc(F)c2)C(C(=O)OC)=C1C
    -19	19%	-12%	11%	-4%	7	-1%	?	17
> CC(Sc1nn(-c2ccc(Cl)cc2)c(=S)s1)C(=O)NCC1CCCO1 (stereo not drawn)
    8	0%	0%	?	-6%	4	5%	-7%	-7
> Cc1cc(NC(=O)CSc2nnc(-c3ccco3)n2N)no1
    0	-7%	20%	-1%	-22%	11	2%	-12%	15
> Cc1ccc(C(=O)N/C(=C\c2cccc([N+](=O)[O-])c2)C(=O)NCc2ccncc2)cc1
    0	3%	-4%	-1%	2%	-3	-3%	-6%	-9
> Cc1ccccc1S(=O)(=O)N(C)C[C@H]1OCc2cn(nn2)CCCC(=O)N([C@@H](C)CO)C[C@@H]1C
    7	·	16%	-1%	-3%	6	12%	-38%	-7
> CCCc1ccc(Oc2cc(N3CCOCC3)nc(-c3ccccc3)n2)cc1
    14	?	-12%	8%	-12%	-24	-7%	?	12
> CN(CC(=O)Nc1c(Cl)cccc1Cl)C(=O)c1ccc2nc[nH]c2c1
    16	62%	-7%	-9%	2%	-6	0%	0%	-1
> CCOC(=O)CON1C(=O)C(=O)N(OCC(=O)OCC)C2CCCCC21 (stereo not drawn)
    2	-4%	0%	12%	0%	4	0%	0%	0
> CCOC(=O)N1CCN(S(=O)(=O)c2ccc(C(=O)Nc3nnc(C)o3)cc2)CC1
    -51*	-1%	25%	-2%	2%	-17	?	19%	-4
> O=S(=O)(NCCc1csc(-c2ccccc2)n1)c1cccnc1
    10	-8%	5%	0%	-1%	-2	10%	-8%	42
> CCC(=O)N1Cc2cc(C(=O)Nc3nccs3)nc(-c3cccc(-c4ccccc4OC)c3)c2[C@@H]1CCO
    -13	·	-11%	-16%	6%	-14	?	23µM*	-4
> CN(CC(=O)Nc1ccccc1Br)C(=O)C1CCN(C(=O)c2ccc(Cl)cc2)CC1
    -18	8%	-1%	6%	-6%	-4	0%	-29%	-7
> Cc1ccc(NC(=O)CSc2nnc(CNC(=O)c3ccccc3F)o2)cc1Cl
    -18	-4%	9%	-2%	-4%	-5	2%	?	10
> O=C(CCn1c(=O)c2ccccc2n(Cc2cccc([N+](=O)[O-])c2)c1=O)N1CCc2ccccc2C1
    -23	8%	-9%	-23%	-4%	-12	0%	?	-11
> Cc1cccc(N/N=C/c2ccccc2O)c1
    0	-1%	?	-2%	6%	5	?	12%	-9
> O=C1/C(=C\c2cccnc2)SC(=S)N1c1ccc(F)cc1
    -8	-39%[inhibitor]	0%	8%	-5%	4	4%	?	16
> NC[C@H](Cc1ccccc1)NCCCCC1CCCCC1
    ?	-28%	7%	-16%	0%	-47	0%	0%	-1
> Cc1cc(NC(=O)Nc2ccc(Cl)cc2)n(C(C)(C)C)n1
    1	-14%	3%	20%	9%	3	14%	0%	-7
> COc1ccc(-n2c(O)c(C=NCC(c3ccco3)N3CCCC3)c3ccccc3c2=O)cc1OC (stereo not drawn)
    9	2%	11%	3%	7%	-3	14%	?	-21
> CC(C)c1ccc(NC(=O)COc2ccc(C3SCCS3)cc2)cc1
    15	-13%	-6%	0%	0%	6	0%	-5%	13
> COc1cc2c(cc1OC)C1=C(C#N)CCC(=NC(=O)c3ccco3)N1CC2
    4	2%	-15%	?	16%	1	-13%	?	1
> CCCNc1nc(C)cc(-c2cc(-c3ccc(Cl)cc3)on2)n1
    24	3%	10%	11%	-6%	3	4%	5%	0
> COc1ccc(C(=O)OCC(=O)Nc2ccc(N3CCOCC3)cc2)cc1
    -22	?	-6%	-10%	-5%	-5	-2%[9.24 µM]	14%	0
> CCOC(=O)C1Oc2ccccc2C(c2ccc(C)cc2)=C1C(=O)OC (stereo not drawn)
    2	-3%	2%	0%	-6%	-18	-1%	0%	56

The listing continues.
Under each structure – DRD3 antagonist	SW480 rereplic	HT1080 IDH1KD tx	KB-3-1 tox	GLP1R ag	D3 ag	HT1080-NT tox	KB-V1 cytotox	IL-1B inflam inh
> O=C(NCCSc1ccccn1)c1ccc(Cl)cc1Cl
    -5	1%	11%	-5%	-6%	4	12%	?	2
> O=C(CCCN1C(=O)c2ccccc2C1=O)Nc1nnc(C2CC2)s1
    5	-6%	1%	0%	5%	21	6%	-15%	36
> O=C(NNc1ncccc1-n1cccc1)c1ccc(Cl)cc1
    -4	-12%	0%	-1%	-1%	-1	-5%	-8%	-20
> COC(=O)CSc1nc(N)c2c3c(sc2n1)C(c1ccccc1)SC(c1ccccc1)C3 (stereo not drawn)
    ?	-2%	?	0%	1%	-12	?	9%	-100*
> CCOC(=O)c1nnn(-c2nonc2N)c1-c1ccc(OCC)cc1
    0	-7%	-9%[9.24 µM]	14%	5%	11	-8%	?	46
> Cc1ccc2nc(-c3cccnc3)cc(C(=O)Nc3ccc(F)cc3C)c2c1
    25	-9%	9%	1%	2%	24	3%	-28%	41
> Cc1cccc(NC(=O)C2CCN(S(=O)(=O)c3ccc4ccccc4c3)CC2)n1
    13	0%	-4%	0%	-1%	4	?	?	?
> CCC(=O)Nc1ccc(N2CCCCC2)cc1
    -16	-3%	-4%	4%	-3%	-14	3%	-12%	-11
